Screens: PubChem BioAssay, The Scripps Research Institute Molecular Screening Center
SRC1 TRFRET art = TR-FRET artefact, counter-screen to PPARgamma/SRC-1 agonist assay. 99,000 compounds, 0.34% hits. TR-FRET ratio at 8 µM. AID 1051. TR-FRET detection artefact counter-screen, emission ratio; stronger effect = higher value; in the data active = TR-FRET ratio above about 2300; also: inactives centre near 1800; reference of the scale not given here
SRC3 TRFRET art = TR-FRET artefact, counter-screen to PPARgamma/SRC-3 agonist assay. PPARgamma/SRC-3 format; stronger effect = higher value. TR-FRET ratio at 8 µM. 99,000 compounds, 0.39% hits; in the data active = TR-FRET ratio above about 2000; also: inactives centre near 1600; reference of the scale not given here
* marks the source's active call; other numbers are inactive results. A portion of the library (hit frequency here may not be typical).

Structure | SRC1 TRFRET art | SRC3 TRFRET art
Cc1ccc(S(=O)(=O)NC(CC(=O)NCC2CCCO2)c2ccccc2)cc1 (stereo unspecified) | 1694 | 1550
COc1cccc(OC(=O)c2cc3ccccc3oc2=O)c1 | 1721 | 1371
CCN(CC)C(=O)CSc1nc(C)cc(C)n1 | 1731 | 1467
CCCN1CCN(C(=S)Nc2ccc3nc(N4CCN(CC)CC4)cc(C)c3c2)CC1 | 2005 | 1616
O=C(NC(=S)Nc1ccc(CN2CCOCC2)cc1)c1ccccc1[N+](=O)[O-] | 1608 | 1255
CCCS(=O)(=O)N1CCN(C(=O)c2cccnc2)CC1 | 1786 | 1519
CCOc1cc(CNCc2cccnc2)ccc1OCC(=O)NC(C)(C)C | 1542 | 1636
Cc1cc(C)cc(N(CC(=O)NCc2ccco2)C(=O)CCC(=O)Nc2nccs2)c1 | 1745 | 1435
C/C(=N/NC(=O)c1cccs1)c1ccco1 | 1742 | 1792
COc1cc(OC)cc(C(=O)N[C@H](C(=O)OCC(=O)N2CCc3ccccc32)C(C)C)c1 | 1660 | 1504
CCC(=O)NC1(C(F)(F)F)C(=O)Nc2c1c(=O)n(C)c(=O)n2C (stereo unspecified) | 1906 | 1857
O=C(N/N=C/c1ccc(OCC(=O)N2CCCCC2)cc1)c1ccccc1O | 1824 | 1719
COc1ccc(OC)c(S(=O)(=O)Nc2c(C)cccc2C)c1 | 1921 | 1714
CCCCNC(=O)CCC(=O)NNc1nc2ccccc2c2nc(-c3ccccc3)nn12 | 1718 | 1542
CCC(=O)Nc1nnc(-c2ccccn2)o1 | 1782 | 1421
OCC1OC(n2nc3ccccc3n2)C(O)C(O)C1O (stereo unspecified) | 1780 | 1446
COc1cccc(/C=N/NC(=O)C(=O)NCc2cccnc2)c1OC | 1725 | 1655
N#Cc1cn(CCOC(=O)c2cccc(C(F)(F)F)c2)c(=O)[nH]c1=O | 1817 | 1508
COc1ccc(C(=O)C2CCCN(Cc3cccn3-c3cccnc3)C2)cc1OC (stereo unspecified) | 1560 | 1668
CCOC(=O)c1c(NC(=O)CSC(=S)N2CCOCC2)sc(C)c1C | 1862 | 1547
CC(C)CC(=O)N1CCN(C(=O)c2ccco2)CC1 | 1774 | 1747
COc1ccc(/C=N/OC(=O)Nc2ccccc2)cc1[N+](=O)[O-] | 2034 | 1636
CCN(C(=O)CSc1nnc(Nc2ccccc2C)s1)C1CCS(=O)(=O)C1 (stereo unspecified) | 1969 | 1547
CCCN1C(=O)/C(=C\C=C2/C=CN(CC)c3ccccc32)SC1=S | 1910 | 1342
O=C(N/C(=C\c1ccc([N+](=O)[O-])cc1)C(=O)N1CCOCC1)c1ccccc1 | 1658 | 1319
O=C(Nc1cccc(Cl)c1)Nc1ccccc1NS(=O)(=O)c1cccs1 | 1515 | 1483
O=C(Nc1ccc2nc3n(c(=O)c2c1)CCCC3)c1cccc([N+](=O)[O-])c1 | 1810 | 1491
Cc1ccccc1OCC(=O)NNC(=O)C1CCCCC1C(=O)O (stereo unspecified) | 2046 | 1598
COc1ccc(CCNC(=O)COC(=O)/C=C/c2cc(OC)c(OC)c(OC)c2)cc1OC | 1965 | 1678
Cc1ccc(NC(=O)CCC(=O)NNC(=O)NC2CCCCC2)c(C)c1 | 1684 | 1610
O=[N+]([O-])c1ccc(NC(=S)NCCc2ccccc2)cc1 | 1677 | 1604
CN(Cc1cn(C)nc1-c1ccccc1F)C1CCOC1 (stereo unspecified) | 1632 | 1549
NNC(=O)c1ccc(Cn2cc(Cl)cn2)cc1 | 1746 | 1564
Cc1cc(NS(=O)(=O)c2ccc(NC(=O)CSc3nc4sc(C)c(C)c4c(=O)[nH]3)cc2)no1 | 1902 | 1489
Cc1ccc(S(=O)(=O)N(C)CC(=O)OCC(=O)N2CCCC2=O)cc1 | 1786 | 1422
O=[N+]([O-])c1ccc(Nc2ccc(N3CCOCC3)cc2)c([N+](=O)[O-])c1 | 1717 | 1539
COc1ccc(CCNC(=O)C(=O)NCCOc2ccccc2)cc1OC | 1737 | 1633
CCOC(=O)N1CCN(C(=O)CN(C)S(=O)(=O)c2ccc3c(c2)c(=O)n(C)c(=O)n3C)CC1 | 1850 | 1603
COc1cc(-c2nc(CN3CCN(CC(C)C)C(=O)[C@@H]3C)c(C)o2)ccc1F | 1759 | 1582
Cc1ccc(NC(=O)c2ccc([N+](=O)[O-])o2)cc1S(=O)(=O)N1CCOCC1 | 1761 | 1461
Cc1n(C)c2cc(Cl)ccc2[n+]1Cc1ccccc1 | 1720 | 1520
COc1cccc(C2CCCN2Cc2nc(-c3cnccn3)no2)c1 (stereo unspecified) | 1702 | 1571
O=C(c1cccc(Br)c1)N1CCN(c2cnn(-c3ccccc3)c(=O)c2Cl)CC1 | 1853 | 1611
CCN(CCCCCN(C)C)Cc1cc2ccccc2o1 | 1544 | 1394
CC(NC(=O)c1cccnc1)C(=O)O (stereo unspecified) | 1793 | 1596
Cc1ccc(SCCC(=O)NC(C(C)C)C(C)C)cc1 | 1945 | 1712
CC(O)CC(C(=O)NNc1ccccc1)C(=O)NNc1ccccc1 (stereo unspecified) | 1943 | 1576
COc1ccc(Nc2nc(-c3cc4cccc(OC)c4oc3=O)cs2)cc1 | 1996 | 1684
COC(c1ccccc1)c1nnc(CCC(=O)N(C)CCOc2ccccc2)o1 (stereo unspecified) | 1859 | 1560
Cc1ccc(S(=O)(=O)Nc2ccc(S(=O)(=O)Nc3cc(C)nc(C)n3)cc2)cc1 | 1861 | 1608
CCOc1ccc(S(=O)(=O)NN2Cc3ccccc3C2=N)cc1 | 1641 | 1386
COc1ccc(Cl)cc1NC(=O)NC(C)C(C)(C)C (stereo unspecified) | 2012 | 1685
N/C(=N\OC(=O)c1cccc(Cl)c1)c1ccncc1 | 1941 | 1745
O=C(COC(=O)CC1CC2CCC1C2)Nc1cc([N+](=O)[O-])ccc1F (stereo unspecified) | 1882 | 1519
N/C(=N\OC(=O)CC(c1ccccc1)c1ccccc1)c1cccnc1 | 1788 | 1750
CC(=O)N1CC=CC1(CC(C)C)C(=O)NCCN1CCOCC1 (stereo unspecified) | 1731 | 1654
CCOC(=O)c1sc(NC(=O)C(OC(C)=O)c2ccccc2)nc1C (stereo unspecified) | 2064 | 1556
COc1ccc(/C=N/NC(=O)c2cc(C(C)(C)C)[nH]n2)cc1COc1ccc(F)cc1F | 1690 | 1833
CSc1ccccc1NC(=O)C(=O)c1c[nH]c2ccccc12 | 2167 | 1556
S=C(NCC1CCCO1)Nc1cc(Cl)c(Cl)cc1Cl (stereo unspecified) | 1915 | 1521

(further entries)
Structure | SRC1 TRFRET art | SRC3 TRFRET art
CC1=NN(c2ccc(Cl)c(C(=O)O)c2)C(=O)C1 | 1823 | 1582
NC(=O)c1ccc(NC(=S)NCc2ccco2)cc1 | 2095 | 1525
N#C/C(=C1/C(=O)Nc2ccc(Br)cc21)c1ccccn1 | 2045 | 1571
Cc1cccc(C2c3[nH]c4ccccc4c3CCN2Cc2cnn(-c3ccc(F)cc3)c2)n1 (stereo unspecified) | 1778 | 1738
CCN1/C(=C2\C(=O)N(C)C(=S)N2C)C=Cc2ccccc21 | 1819 | 1523
O=C(Cn1cnc2ccccc2c1=O)Nc1ccc(S(=O)(=O)N2CCOCC2)cc1 | 1686 | 1393
COc1ccccc1CNC(=S)NCCc1ccccc1 | 1813 | 1560
O=C(CN1C(=O)c2cccc3cccc1c23)Nc1ccccc1 | 1524 | 1623
CCCn1c(C)cc(/C=C(\C#N)C(=O)OCC(=O)Nc2cc(OC)c(OC)c(OC)c2)c1C | 1894 | 1672
O=C(CCCc1nc2ccccc2s1)NNC(=O)CCN1CCN(Cc2ccccc2)CC1 | 1794 | 1508
O=C(NCc1ccccc1)c1ccc(CSc2ccccc2)o1 | 2133 | 1581
O=C(CC(=O)c1ccccc1)Nc1cccnc1 | 1375 | 1506
O=C(OCc1nc2ccc(Cl)cc2n1CCO)c1ccccc1 | 1472 | 1349
Cc1cccc(OCCN2C(=O)c3ccccc3C2=O)c1 | 1810 | 1583
O=C(O)CCC(=O)Nc1ccc(N=Nc2ccccc2)cc1 | 1916 | 1587
CC(=O)N1N=C(c2c(-c3ccccc3)c3cc(C)ccc3[nH]c2=O)CC1c1ccco1 (stereo unspecified) | 1786 | 1366
CCn1ccnc1CNC(=O)CC1C(=O)NCCN1Cc1ccccc1F (stereo unspecified) | 1585 | 1474
COC(=O)c1sc(N)c(C(=O)OC)c1COC(=O)CNS(=O)(=O)c1ccc(C)c(C)c1 | 1915 | 1752
COC(=O)c1ccccc1NC(=O)CSc1nc(N)cc(=O)[nH]1 | 1755 | 1514
CCn1c(SCC(=O)NNC(=S)Nc2ccc(C)cc2)nnc1-c1ccc(Cl)cc1 | 2005 | 1590
c1cncc(Nc2nc(-c3ccncc3)cs2)c1 | 1810 | 1659
CCn1c(=O)c(C(=O)Nc2ccsc2C(=O)OC)c(O)c2ccccc21 | 2016 | 1794
O=C(c1cnn(C(=O)COc2ccc(Cl)cc2)c1)c1ccccc1O | 1681 | 1659
O=C(O)c1cccc(N/N=C/c2ccc(-c3ccccc3)cc2)c1 | 1814 | 1784
O=C1c2ccccc2C2(c3ccccc3)NCCN12 (stereo unspecified) | 1858 | 1526
COc1ccc(/C=C/C(=O)Nc2cccc(C(C)=O)c2)cc1 | 1732 | 1326
CC(=O)NC(Cc1cccc(C)c1)C(=O)NC1CCN(c2ncccc2[N+](=O)[O-])CC1 (stereo unspecified) | 1677 | 1573
O=C(c1cnc(Cl)c(Cl)c1)N1CCC(Cc2ccccc2)CC1 | 1779 | 1507
Nc1ccc(Nc2ccc([N+](=O)[O-])cc2[N+](=O)[O-])cc1 | 1931 | 1715
CCOC(=O)/C(=N\O)C1=NC(C)(C)Cc2ccccc21 | 1748 | 1733
O=C(CCCc1nc2ccccc2s1)N1CCN(c2ccccc2)CC1 | 1752 | 1430
CCCCOc1ccc(C(C)NC(=O)CCS(=O)(=O)Cc2ccc(Cl)cc2)cc1 (stereo unspecified) | 1924 | 1647
C/C(=N\N1CCN(c2ccc(Cl)cc2)CC1)c1cccc([N+](=O)[O-])c1 | 1898 | 1541
O=C(COC(=O)CSc1ccc2ccccc2c1)NC1CCCC1 | 1662 | 1489
Cc1cccc(Cn2nc(C)cc2NC(=O)Cn2cc([N+](=O)[O-])cn2)c1 | 1653 | 1389
OCCNCc1cccc(OCc2ccccc2Cl)c1 | 1771 | 1610
O=C(NCc1ccccn1)c1ccc2nc(-c3ccco3)c(-c3ccco3)nc2c1 | 1657 | 1715
Cc1cc(/C=C2/SC(=S)N(c3ccc([N+](=O)[O-])cc3)C2=O)c(C)n1-c1cccnc1 | 1719 | 1482
O=C1CC(NCc2ccco2)C(=O)N1CCc1ccccc1 (stereo unspecified) | 1772 | 1795
Cc1cccc(C)c1NC(=S)N(CCN(C)C)C(C)c1ccccn1 (stereo unspecified) | 2004 | 1540
CN(C)S(=O)(=O)c1ccc(N2CCCC2=O)c([N+](=O)[O-])c1 | 1442 | 1386
O=C(NCCO)c1cc2cc(Cl)cc(Cl)c2oc1=O | 1766 | 1553
Cc1nc(C)c(C(=O)N2CCCC(CCC(=O)NCc3ccc(F)c(F)c3)C2)s1 (stereo unspecified) | 1659 | 1581
CC(=O)C1=C(C)OC(N)=C(C#N)C1c1cccnc1 (stereo unspecified) | 1735 | 1576
O=C(CSc1nc2ccccc2c(=O)n1-c1ccc(OC(F)F)cc1)NCc1cccs1 | 1921 | 1690
COc1ccc(C)cc1NS(=O)(=O)c1ccc2c(c1)n(C)c(=O)n2C | 1921 | 1564
CCN1CCN(CC(O)COc2ccc(C)c(C)c2)CC1 (stereo unspecified) | 1874 | 1655
Cc1ncc(CO)c(/C=N/NC(=S)Nc2ccc(F)cc2)c1O | 1604 | 1487
CC1CN(c2ccccc2)NC1=O (stereo unspecified) | 1770 | 1477
COc1cccc(N2CCN(C(=O)Nc3ccccc3Cl)CC2)c1 | 1570 | 1444
Cc1ccc(NC2(C#N)C(=O)Nc3ccccc32)cc1C (stereo unspecified) | 1707 | 1481
O=C(Nc1ccc(Cl)cc1)Nc1ccc(S(=O)(=O)Nc2ncccn2)cc1 | 1792 | 1543
COc1ccc(C(=O)C2CCCN(Cc3sc(N4CCCC4)nc3Cl)C2)c(OC)c1 (stereo unspecified) | 1612 | 1413
COc1ccc(C2(C(=O)Nc3ccc(C)cc3)CCOCC2)cc1 | 1973 | 1647
CC(=O)NC(Nc1nc2c(s1)CCCC2)(C(F)(F)F)C(F)(F)F | 1900 | 1741
C=CCNC(=S)N/N=C(\C)c1cc(OC)c(OC)c(OC)c1 | 1938 | 1578
O=C(Nc1nc(-c2cccnc2)cs1)c1ccccc1F | 1508 | 1505
Cc1ccc(N=c2c([N+](=O)[O-])nn(-c3ccc(Cl)cc3)n2O)cc1C | 1902 | 1707
c1c2c(cc3sc(N4CCCCC4)nc13)OCCO2 | 1792 | 1614
Cc1cc(C(=O)COc2ccccc2Cl)c(C)n1-c1ccc2c(c1)OCO2 | 1887 | 1748
